# Source: PubChem (National Center for Advancing Translational Sciences (NCATS))
# HT1080 IDH1KD tx: toxicity to HT-1080 IDH1 knockdown cells (counter line) | hit rate 2% among 360,000 | AID 686971 | HT-1080 IDH1 knockdown viability, ATP luminescence, 48 h | Potency, µM (series often up to 46.1 µM), for the others: at the top dose activity, negative = toxicity, usual class: cytotoxic;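 further: potency means the concentration at half of the fitted maximal effect; 0% = DMSO wells and -100% = cell-free medium wells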
#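 IDH1KD HT-1080 cells, 750/well, RPMI + 5% FBS; compound pinned after 2 h settling; 48 h, 37 °C; CellTiter-Glo luminescence; % activity normalised to DMSO and no-cell wells; curves fitted, classed by r2 and efficacy.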
# KB-V1 cytotox: kills drug-selected multidrug resistant KB-V1 cells | KB-V1 MDR cells viability, CellTiter-Glo, 72 h | hit rate 3.4% among 400,000 | Potency, µM (series often up to 46.1 µM), for the others: at the highest dose activity change, negative = cytotoxicity, actives largely listed as cytotoxic; further: potency means the concentration at half of the fitted maximal effect; on the % scale 0 is the no-effect control and ±100 the full control effect; nearly all actives have a fitted effect of over 60% in size
#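 Potencies derive from concentration-effect curves fitted to normalized luminescence (CellTiter-Glo) of KB-V1 cells treated for 72 h at 37 degrees C in phenol-red-free DMEM containing 10% FBS.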
# IL1B secr inh: inhibitors of inflammasome signaling (IL-1 beta secretion); activity change, % at 57.5 µM; THP-1 LPS/ATP IL-1B secretion, AlphaLISA, 16 h; hits give low values; hit rate 4.7% among 360,000; AID 743279; in the data active means activity change below about -50%; inconclusive means mostly about -30% to -49%; further: on the % scale 0 is the no-effect control and ±100 the full control effect
#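 THP-1 cells pretreated 1 hr with compounds (up to 57.5 uM final), then stimulated with LPS (250 ng/mL final) plus ATP (1.25 mM final); secreted IL-1B measured by AlphaLISA after 16 hr, decreased signal indicating inhibition.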
# SW480 rereplic: inducers of DNA re-replication in SW480 colon cancer cells. hit rate 1.8% among 340,000. AID 624297. Potency, µM (highest dose often 46.1 µM), without a hit: at the highest dose re-replication activation, actives largely listed as activators. SW480 DNA re-replication, Hoechst DNA content imaging, 48 h; further: potency means the concentration at half of the fitted maximal effect; % of control where 0% means no effect; nearly all actives have a fitted effect of over 55% in size
#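 Cells (250 per well) received 23 nL compound or DMSO by pin tool and were kept 48 hr at 37 C, 5% CO2. Nuclei were then stained with Hoechst for 40 min and scanned for DNA content.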
# HT1080NT lethal: kills 2HG-producing HT-1080-NT fibrosarcoma cells. hit rate 1.6% among 360,000. HT-1080-NT fibrosarcoma viability, CellTiter-Glo ATP luminescence, 48 h. Potency, µM (highest dose often 46.1 µM), inactives show at the top dose activity, negative = less viability, most hits filed as cytotoxic;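 further: NT is the 2HG producing partner of a matched IDH1 knockdown line; potency means the concentration at half of the fitted maximal effect; 0% = DMSO-treated cells and -100% = media-only wells without cells; nearly all actives have a fitted effect of over 55% in size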
#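 Viability by CellTiter-Glo luminescence after 48 h compound exposure at 37C of HT-1080-NT cells (750/well, RPMI, 5% FBS). % activity scaled between DMSO wells and medium-only wells, then curve-fitted and categorized by curve class.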
# GLP-1R agonist: agonists of human GLP-1 receptor; Potency, µM (doses to about 45.6 µM), without a hit: at the highest dose activation, actives largely listed as activators; hit rate 0.007% among 380,000; P43220; HEK293 GLP-1R CRE-luciferase, luminescence, 4-6 h; cells express a hypersensitive GLP-1R form; further: potency means the concentration at half of the fitted maximal effect; % of control where 0% means no effect
# Target sequence (P43220 whole entry, looked up): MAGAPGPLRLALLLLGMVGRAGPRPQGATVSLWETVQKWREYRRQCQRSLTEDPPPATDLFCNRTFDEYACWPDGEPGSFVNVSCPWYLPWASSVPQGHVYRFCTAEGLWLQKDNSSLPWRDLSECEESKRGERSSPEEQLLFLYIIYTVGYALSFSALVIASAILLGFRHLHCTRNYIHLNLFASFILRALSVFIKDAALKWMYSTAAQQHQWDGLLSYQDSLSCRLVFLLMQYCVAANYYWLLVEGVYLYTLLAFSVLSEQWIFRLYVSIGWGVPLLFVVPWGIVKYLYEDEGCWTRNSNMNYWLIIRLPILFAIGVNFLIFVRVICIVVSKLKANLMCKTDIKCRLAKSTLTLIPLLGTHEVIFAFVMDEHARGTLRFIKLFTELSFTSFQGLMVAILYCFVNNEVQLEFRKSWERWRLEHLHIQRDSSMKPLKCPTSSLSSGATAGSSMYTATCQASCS
# D3 antag: antagonists of human D3 dopamine receptor; AID 652054; P35462; D3R cells, DiscoveRx beta-arrestin luminescence, antagonist mode; hits give low values; max response, negative = inhibition, %; hit rate 2.5% among 360,000; in the data active means max response below about -50%; inconclusive means no clear call, values can overlap the other calls; further: on the % scale 0 is the no-effect control and ±100 the full control effect; mostly tested at two doses, the higher about 12 µM
# Target sequence (P35462 whole entry, looked up): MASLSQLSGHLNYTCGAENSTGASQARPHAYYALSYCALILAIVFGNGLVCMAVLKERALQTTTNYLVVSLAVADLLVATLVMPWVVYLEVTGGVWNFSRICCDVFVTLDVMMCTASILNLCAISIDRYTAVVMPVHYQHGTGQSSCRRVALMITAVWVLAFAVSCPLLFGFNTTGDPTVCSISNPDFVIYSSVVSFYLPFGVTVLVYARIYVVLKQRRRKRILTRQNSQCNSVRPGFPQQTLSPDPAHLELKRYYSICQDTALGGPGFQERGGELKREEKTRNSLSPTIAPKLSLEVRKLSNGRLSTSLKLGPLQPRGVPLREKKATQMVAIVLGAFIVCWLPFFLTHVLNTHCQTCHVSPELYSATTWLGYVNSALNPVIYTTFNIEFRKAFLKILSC
#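 Cells plated overnight at 1500 cells/well, then exposed to library compounds with dopamine controls for 90 minutes at 37 degrees C. DiscoveRx reagent added for 30–60 minutes at room temperature; luminescence read, quantitative HTS format.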
# KB-3-1 cytotox: kills parental KB-3-1 adenocarcinoma cells; AID 1347075; hit rate 1.4% among 400,000; Potency, µM (highest dose often 46.1 µM), inactives show at the top dose activity change, negative = cytotoxic, actives largely listed as cytotoxic; KB-3-1 viability, CellTiter-Glo ATP luminescence, 72 h; further: potency means the concentration at half of the fitted maximal effect; on the % scale 0 is the no-effect control and ±100 the full control effect; nearly all actives have a fitted effect of over 60% in size
#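 Multi-concentration cytotoxicity screen in KB-3-1 cells grown in DMEM lacking phenol red with 10% FBS. After 72 h at 37 °C with compound, ATP-dependent luminescence was recorded.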
# D3 ag: D3 dopamine receptor (human) agonism. D3R DiscoveRx beta-arrestin cells, luminescence, 90 min. P35462. AID 652048. max activation, %. hit rate 0.58% among 410,000; in the data active means max activation above about 30%; further: 0% is about no effect; mostly tested at two doses, the higher about 12 µM
#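 Agonist mode: compounds and dopamine controls were applied to plated cells for 90 min at 37 degrees C after an overnight attachment at 1500 cells/well. Luminescent read-out followed 30 - 60 minutes at room temperature with DiscoveRx detection reagent.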
# Starred values were filed as active, the others as inactive; u = inconclusive; x = no result given; & = joins results of further samples; [ ] = another dose, or the depositor's remark. Unless noted, the call rests on the fitted dose curve; in most records, active means well fitted curve in the direction sought with a large enough effect; inconclusive means small, poorly fitted or top-dose-only effect, or another doubt; inactive means no such curve, though single readings can be large; an effect the other way counts as inactive or inconclusive. Not a hit list; any-hit rate near 12%.
# Order of results – HT1080 IDH1KD tx	KB-V1 cytotox	IL1B secr inh	SW480 rereplic	HT1080NT lethal	GLP-1R agonist	D3 antag	KB-3-1 cytotox	D3 ag
CSc1cccc(NS(=O)(=O)c2ccc(-c3coc(C)n3)cc2)c1
→ -27%	-1%	17	12%	-1%	0%	-20	u	-6
CCC(CC)C(=O)NC12CC3CC(CC(C3)C1)C2
→ 8%	1%	-3	-3%	7%	-1%	-3	1%	4
CCOC(=O)/C(=N\Nc1cc(Cl)ccc1Cl)N1CC(C)OC(C)C1 (stereo not given)
→ 14%	19%	8	-16%	-2%	3%	18	4%	2
O=C1CN(C(=O)COC(=O)c2cccc(Br)c2)c2ccccc2N1
→ -7%	1%	8	-2%	-4%	7%	10	-16%	-5
O=C(Cn1c(=O)n(Cc2ccc(C(=O)NCc3ccc4c(c3)OCO4)cc2)c(=O)c2ccccc21)Nc1cccc(Cl)c1
→ x	u	x	x	x	0%	x	-1%	-10
CCOC(=O)c1ccc(NC(=O)c2c(NC(=O)CCC(=O)O)sc3c2CCCCC3)cc1
→ 11%	0%	-17	19%	6%	-1%	-16	-2%	-2
COc1ccc(N2CCN(c3cc(C)c4cccc(C)c4n3)CC2)cc1
→ 9%	-25%	5	-2%	17%	1%	4	u	10
CCOc1ccccc1NC(=O)CN1CCCCCC1
→ 4%	2%	15	-7%	2%	1%	9	-2%	-4
COc1cccc(C2c3[nH]c4ccccc4c3C[C@H]3C(=O)N(c4ccccc4C(=O)N4CCCC4C(=O)O)C(=O)N23)c1 (stereo not given in full)
→ 1%	-1%	2	-12%	3%	u	11	0%	-5
CCNc1cc2c(cc1O)CCC1C2CCC2(C)C(O)CCC12 (stereo not given)
→ -11%	u	-101*	u	-9%	17%	-14	u	-1
Cc1ccc(C2(CC(=O)Nc3nccs3)CCOC(C(C)C)C2)cc1 (stereo not given)
→ 21%	-20%	0	-155%[inhibitor]	15%	-15%	39	-8%	-1
COc1ccc(Cc2nc3ccccc3n2CC(=O)N/N=C/c2ccc(C)cc2O)cc1OC
→ -18%	11%	27	u	-8%	-4%	15	-9%	8
CCN(CC)C(=O)CN1CCN(Cc2ccc3c(c2)OCO3)CC1
→ 13%	8%	23	-59%[inhibitor]	2%	4%	-11	0%	-6
CC(Oc1ccc(Cl)cc1Cl)C(=O)NCCCN(C)C (stereo not given)
→ -3%	-1%	3	9%	5%	8%	1	2%	-1
O=C(c1ccc(N2CCNCC2)cc1)c1cccnc1
→ -1%[9.24 µM]	u	-10	-8%	-3%	-9%	-9	u	-2
Cc1cc(C(=O)C[N+]2(C)CCOCC2)c(C)n1-c1ccc(Br)cc1
→ 0%	0%	-69*	7%	7%	5%	-3	5%	5
COc1ccc(NC(=O)CSc2n[nH]c(C)c2[N+](=O)[O-])cc1
→ u	3%	0	4%	-24%	0%	3	-3%	-1
CC1CC(C)(C)NC(=S)N1CCC(=O)N1CCc2ccccc21 (stereo not given)
→ -13%	u	-10	1%	-2%	-1%	-7	12%	-2
O=C(NCc1ccc(Cl)cc1)C1CCN(S(=O)(=O)c2ccccc2)CC1
→ -11%	-4%&-15%	u	7%	-13%	-6%	-8	0%&8%	-8&-3
Cn1c(=O)c(=O)n(C)c2cc([N+](=O)[O-])c(N3CCOCC3)cc21
→ 25%	u	15	0%	15%	10%	-7	16%	-1
COc1ccc(-c2csc(N(C)C(=O)c3cccs3)n2)cc1
→ 3%	4%	-60*	-3%	0%	10%	9	10%	5
CC1CCN(C(=O)COC(=O)c2c[nH]c3ccccc23)CC1
→ -7%	-13%	-17	-49%[inhibitor]	-8%	10%	-9	0%	-5
CN1C=CC=C/C1=C(\C#N)c1nc2ccccc2[nH]1
→ 3%	11%	-14	-6%	11%	-7%	-26	4%	-23
Cc1cc(Br)cn2ccnc12
→ 16%	-1%	14	-5%	-1%	-11%	12	-5%	3
O=C(Cn1c(=O)oc2ccccc21)Nc1ccc(Cl)cc1
→ 2%	7%	-17	-1%	0%	-3%	0	0%	-1
Cc1ccc2nc(SCC(=O)Nc3oc(C)c4c(C)n[nH]c(=O)c34)[nH]c2c1
→ -1%	30%	25	-14%	6%	-1%	27	4%	2
COc1ccc(S(=O)(=O)N2CCOC23CCN(S(C)(=O)=O)CC3)cc1
→ 10%	14%	20	5.2µM*	15%	0%	6	8%	4
O=C(Cn1nnc(-c2ccc(F)cc2)n1)Nc1ccc2c(c1)OCCO2
→ -24%	u	13	-2%	-2%	6%	0	-3%	-3
Cc1sc2nc(SCC(=O)O)[nH]c(=O)c2c1C
→ 23%	27%	29	0%	10%	0%	11	2%	-4
O=C(C1=C[C@H](c2ccc(Br)cc2)C[C@H](OCCCCO)O1)N1CCOCC1
→ -1%	-4%	-3	-4%	2%	-1%	-12	-4%	9
C#CCOCCOCCOCCNc1nc(N2CCN(C(=O)[C@H](CCC(=O)O)n3cc(C(N)Cc4ccc(O)cc4)nn3)CC2)nc(N2CCN(C(=O)[C@H](CCC(=O)O)n3cc(C(N)CC(C)C)nn3)CC2)n1 (stereo not given in full)
→ 2%	-18%	-6	-13%	2%	-5%	-3	1%	0
NC(=O)N1CCC2(CC1)NC(=O)N(c1ccccc1)N2
→ 6.5µM*	4%	15	-52%[inhibitor]	10µM*	0%	-6	-6%	1
CCOC(=O)C1=C(C)NC(SCC(N)=O)=C(C#N)C1c1ccncc1 (stereo not given)
→ -1%&4%	22%&2%	0&14	3%&-5%	7%&4%	1%&3%	-19&-4	u	-7&2
C=C(C)Cn1cnc2c(oc3nc4c(cc32)CCCC4)c1=O
→ -5%	-9%	-15	2%	9%	23%	-27	1%	-12
CC1(C)CC(CC(=O)O)(c2ccc(F)cc2)CCO1 (stereo not given)
→ 1%	26%	20	-1%	2%	8%	-10	16%	3
Cc1ccccc1C(=O)NNC(=O)c1cccc(Br)c1
→ 11%	1%	2	3%	13%	0%	66	2%	3
NC(=O)c1nnn(Cc2cc(Cl)c(C(=O)c3ccc(Cl)cc3)c(Cl)c2)c1N
→ 4.1µM*	8.2µM*	0	x	9.2µM*	19%	-16	u	-5
CCOC(=O)c1c(C)cc(=O)oc1C
→ 11%	15%	4	-2%	1%	-4%	-26	4%	-2
Cc1c(C(=O)N2CCC(C)CC2)sc2ncn(CC(=O)N3CCC(C)CC3)c(=O)c12
→ 3%	-7%	11	u	15%	-2%	11	-4%	14
COC(=O)Cc1ccc(NC(=S)NCc2ccc(F)cc2)cc1
→ -4%	-23%	28	-4%	-1%	-2%	-5	-4%	-5
CCOc1ccc(OCCC(=O)N(CCC(C)C)c2c(N)n(Cc3ccccc3)c(=O)[nH]c2=O)cc1
→ -4%	-2%	-14	u	2%	-6%	22	-9%	3
COc1ccccc1C(=O)COC(=O)C1CCN(S(=O)(=O)c2ccc(C)c(C)c2)CC1
→ 2%	-9%	27	-5%	11%	1%	6	-5%	-3
COc1ccccc1CCC(=O)NNC(=O)c1cccs1
→ 8%	-3%	14	-3%	4%	-3%	-8	11%	6
COc1cc(NC2c3ccccc3C(=O)N2c2ccc(C)cn2)cc(OC)c1OC (stereo not given)
→ -1%	3%	-9	-17%	4%	1%	9	-6%	-4
O=C(Cn1c2ccccc2c(=O)c2ccccc21)N/N=C/c1cc([N+](=O)[O-])ccc1N1CCCCCC1
→ 9%	9%	1	13%	4%	-8%	0	-5%	3
COc1ccc(C(=O)N2CCc3ccccc32)cc1
→ -2%	u	-4	-5%	0%	1%	-11	-5%	-4
CCCCCCCCN1C(=O)[C@H](CC(=O)N2CCN(C(=O)c3ccco3)CC2)C[C@@]2(C(=O)OC)CC(C)(C)CC=C12
→ u	u	-51*	x	u	x	31	-4%	8
O=[N+]([O-])c1ccc(N2CCc3ccccc3C2)cc1
→ 2%	u	-19	-5%	2%	0%	-10	-10%	2
CC(=O)Nc1ccc(S(=O)(=O)Oc2ccccc2N2CCCCC2)cc1
→ u	u	-12	u	u	5%	3	0%	-5
COc1ccc(CNC(=O)c2cccc(S(=O)(=O)N3CCCCC3)c2)cc1OC
→ -16%	-12%	-14	-11%	-14%	-6%	1	u	-4
CN(C)C(CNC(=O)c1cc(S(=O)(=O)N(C)Cc2ccccc2)ccc1Cl)c1ccco1 (stereo not given)
→ 3%	-6%	-7	2%	0%	5%	15	-2%	2
CCOc1ccc(NC(=O)c2ccc(Cn3nc(C)cc3C)o2)cc1
→ 0%	-15%	-14	-1%	-15%	-2%	2	1%	9
CC(C)(C)n1nnnc1C(c1cccc(C(F)(F)F)c1)N1CCC(O)CC1 (stereo not given)
→ -5%	-18%	6	-15%	12%	-3%	-17	0.0046µM*	-1
Cc1cc(C)n2c(SCC(=O)NCc3ccco3)nnc2n1
→ 12%	7%	-1	1%	8%	-3%	13	8%	2
CCOc1ccccc1N1CCN(C(=O)c2ccc(NS(=O)(=O)c3ccc4[nH]c(=O)[nH]c4c3)cc2)CC1
→ 1%	-4%	-1	-45%[inhibitor]	-4%	11%	-11	-2%	-8
CC(=O)c1c(C)[nH]c(C(=O)COC(=O)c2c(C)noc2C)c1C
→ -1%	-14%	8	-21%	2%	6%	-5	-1%	-10
O=C(NC1CCCCC1)C(c1ccccc1F)n1c(=O)c(-c2ccco2)nc2ccccc21 (stereo not given)
→ -2%	-14%	-3	x	-8%	x	-5	-5%	1
COc1ccc(C(=O)Nc2ccc(NC(=O)c3ccccn3)cn2)cc1
→ -7%	u	-1	-10%	-16%	0%	-14	2%	-22
